# Assay outcomes (PubChem BioAssay)
# Lamin A splicing: qHTS Assay for Modulators of Lamin A Splicing | hit rate 0.01% among 200,000 | AID 1487, 2009 | Potency, µM (highest dose often 46.1 µM), for the others: at the top dose ratio change, negative = inhibition, actives largely listed as inhibitors | HeLa LMNA splicing GFP/RFP minigene ratio, 48 h; active = well fitted inhibition curve with a large enough effect in the signal ratio, with a control signal flat, not every such curve was filed as active; inconclusive = small, poorly fitted or top-dose-only effect, or effect the other way, or a change in a side signal; the % refers to the signal ratio; note: potency is the fitted concentration of half-maximal effect; % is set by controls: 0 for no effect and ±100 for the full control effect
#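 S3 HeLa stable clones carrying a lamin A-EGFP splicing minigene plus DsRed2 were seeded at 600 cells/well in Opti-MEM with 2% FBS, pin-dosed and incubated 48 h at 37°C. Acumen cytometry (488 nm) gave the GFP/RFP total-intensity ratio.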
# KinaseGlo FLuc: Counterscreen for Luciferase (Kinase-Glo TM) Inhibition. Luciferin 4-monooxygenase (Photuris pensylvanica), Q27757. Kinase-Glo luciferase, ATP luminescence, 8 min. Potency, µM (highest dose often 38.3 µM), without a hit: at the highest dose activity change, negative = inhibition, actives largely listed as inhibitors. hit rate 0.28% among 200,000; note: potency is the fitted concentration of half-maximal effect; % is set by controls: 0 for no effect and ±100 for the full control effect; nearly all actives have a fitted effect of over 60% in size
#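 Inhibition of Kinase-Glo luciferase light generation was assessed at 10 uM ATP in pH 7.2 imidazole buffer, with luminescence measured after eight minutes at ambient temperature.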
# HTT aggregate: qHTS Multiplex Assay to Identify Dual Action Probes in a Cell Model of Huntington: Aggregate Formation (GFP); PC12 HttQ103-GFP aggregates, Acumen cytometry, 40 h; AID 1688, 2009; hit rate 1.1% among 220,000; Potency, µM (doses to about 46.1 µM), for the others: at the highest dose activity change, negative = inhibition, most hits filed as inhibitors; note: potency is the fitted concentration of half-maximal effect; % is set by controls: 0 for no effect and ±100 for the full control effect; nearly all actives have a fitted effect of over 60% in size
#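 Quantitative HTS on tebufenozide-induced (100 nM) PC12 cells stably expressing polyQ103 Huntingtin exon 1–GFP. Reduction of bright GFP aggregates, detected by laser scanning cytometry after lysis, identified actives across the titration.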
# NPSR antag: qHTS Assay for Antagonists of the Neuropeptide S Receptor: cAMP Signal Transduction. hit rate 1% among 220,000. Potency, µM (top dose mostly 38.3 µM), inactives show at the top dose activity change, negative = inhibition, actives largely listed as inhibitors. CHO-NPSR cells, cAMP TR-FRET, antagonist mode. AID 1461, 2008; note: potency is the fitted concentration of half-maximal effect; % is set by controls: 0 for no effect and ±100 for the full control effect; nearly all actives have a fitted effect of over 50% in size; many of its hits are not listed in these tables
# Target sequence (Q6W5P4 whole entry, looked up): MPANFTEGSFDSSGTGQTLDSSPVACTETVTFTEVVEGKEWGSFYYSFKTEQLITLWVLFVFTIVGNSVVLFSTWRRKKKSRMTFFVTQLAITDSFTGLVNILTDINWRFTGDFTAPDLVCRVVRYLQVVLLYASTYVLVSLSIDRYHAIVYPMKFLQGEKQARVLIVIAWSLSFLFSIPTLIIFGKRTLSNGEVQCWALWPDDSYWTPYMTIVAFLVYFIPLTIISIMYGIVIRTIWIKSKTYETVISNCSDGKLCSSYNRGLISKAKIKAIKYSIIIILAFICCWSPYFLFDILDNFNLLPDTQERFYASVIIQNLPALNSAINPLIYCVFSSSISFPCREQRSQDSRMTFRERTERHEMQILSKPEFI
# IMPase Li cell: qHTS Assay for Identifying the Cell-Membrane Permeable IMPase Inhibitors: Potentiation with Lithium. CHO-M1 cells, IP1 TR-FRET (IP-One), carbachol + lithium. Potency, µM (doses to about 59.4 µM), for inactives: top-dose activity, negative = IMPase inhibition, actives largely listed as inhibitors. hit rate 0.35% among 210,000. AID 1457, 2008;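 note: IP1 builds up when IMPase is blocked and the TR-FRET signal falls; potency is the fitted concentration of half-maximal effect; plate controls were basal vehicle for no effect and high inhibitor control for full effect; nearly all actives have a fitted effect of over 50% in size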
#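 CHO cells stably expressing M1 receptor (2000/well) were cultured 16–30 h, then exposed to compounds with a small lithium addition for 30 min at 37C. IP1 was measured by TR-FRET competition; AC50 from Hill fits.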
# CBFb RUNX1 block: qHTS Assay for Compounds Blocking the Interaction Between CBF-beta and RUNX1 for the Treatment of Acute Myeloid Leukemia; Runt-related transcription factor 1 (Homo sapiens) + Core-binding factor subunit beta …; AlphaScreen CBFb-His/RUNX1-biotin binding, biochemical; Potency, µM (top dose mostly 59.8 µM), without a hit: at the top dose activity, negative = inhibition, actives largely listed as inhibitors; 230,000 tested, under 10 active; note: % of control where 0% means no effect
# Target sequence (Q01196 whole entry, looked up): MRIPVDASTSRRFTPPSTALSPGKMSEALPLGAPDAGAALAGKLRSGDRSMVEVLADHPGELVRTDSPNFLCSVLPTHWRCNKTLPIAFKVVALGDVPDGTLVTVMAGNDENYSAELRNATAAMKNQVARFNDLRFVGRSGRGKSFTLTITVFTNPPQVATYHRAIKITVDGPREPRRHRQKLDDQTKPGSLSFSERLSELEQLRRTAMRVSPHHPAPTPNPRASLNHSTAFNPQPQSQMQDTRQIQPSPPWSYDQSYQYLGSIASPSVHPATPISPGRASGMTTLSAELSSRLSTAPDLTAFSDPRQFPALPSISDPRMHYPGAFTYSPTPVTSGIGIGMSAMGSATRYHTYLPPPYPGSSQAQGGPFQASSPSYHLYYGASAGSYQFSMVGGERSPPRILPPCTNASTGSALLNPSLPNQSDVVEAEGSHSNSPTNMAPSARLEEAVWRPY
# Target sequence (Q13951 whole entry, looked up): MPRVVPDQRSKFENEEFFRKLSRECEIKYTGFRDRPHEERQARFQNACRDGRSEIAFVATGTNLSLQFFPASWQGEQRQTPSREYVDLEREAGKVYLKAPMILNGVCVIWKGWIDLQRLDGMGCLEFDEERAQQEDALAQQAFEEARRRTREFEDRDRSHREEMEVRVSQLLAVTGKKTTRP
#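 Compounds were screened at multiple concentrations against a preformed CBF-beta(His)/RUNX1(biotin) complex (30 nM of each) for 15 min at room temperature, followed by 90 min with nickel and streptavidin beads and AlphaScreen reading.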
# Epigenetic derep: Quantitative High-Throughput Screen for Regulators of Epigenetic Control; murine LDR cells, GFP reporter derepression, 30 h; Potency, µM (series often up to 53.9 µM), for inactives: top-dose GFP activation, hits mostly activators; hit rate 0.2% among 280,000; AID 1865, 2009; note: potency is the fitted concentration of half-maximal effect; % of control where 0% means no effect; nearly all actives have a fitted effect of over 60% in size
#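 GFP-positive cell count by laser-scanning cytometry (objects 20–120 um) after 30 h, 37 C compound exposure of murine LDR cells; reporter is CMV-GFP integrated at a silenced locus, inducible by HDAC or DNMT inhibitors.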
# Active calls of the source: *; u = inconclusive; x = no result given; & = joins results of further samples; [ ] = remark or other dose. Unless noted, calls come from the whole dose curve; as a rule, active = well fitted curve in the direction sought with a large enough effect; inconclusive = small, poorly fitted or top-dose-only effect, or another doubt; inactive = no such curve, though single readings can be large; an effect the other way counts as inactive or inconclusive. Some of the compounds tested; rates above refer to the full screens.
SMILES,Lamin A splicing,KinaseGlo FLuc,HTT aggregate,NPSR antag,IMPase Li cell,CBFb RUNX1 block,Epigenetic derep
CC(/C=C/c1ccc2c(c1)OCO2)=N\NC(=O)c1cccc([N+](=O)[O-])c1,-6%,-3%,-11%,-30%[46.1 µM],39%[38.3 µM],22%,-5.7%
Cc1sc2ncn(CC(=O)NCC3COc4ccccc4O3)c(=O)c2c1S(=O)(=O)N1CCOCC1 (stereo not drawn),u,-2%,12%,-6%,-10%,-1%,1.5%
N#C/C(=C\N1CCCCC1)S(=O)(=O)c1ccc(Cl)cc1,x,x,-17%[9.22 µM],-13%,x,5%,1.1%
c1ccc2[nH]c(CSc3nccs3)nc2c1,2%,-5%,-24%,8%[46.1 µM],6%,-2%,-1.0%
C/C(Cc1ccccc1)=N\NC(=O)c1cccnc1,-7%,-1%,-3%,14%,2%,-1%,1.9%
COc1ccc(C(=O)NCC(=O)OCc2csc(-c3ccccc3)n2)cc1,9%,-3%,0%,6%,-10%,7%,-0.9%
O=C(Nc1cccc([N+](=O)[O-])c1)Nc1cccc([N+](=O)[O-])c1,x,0%,u,-6%,1%,3%,-2.5%
CC(=O)c1cccc(NC(=O)c2cc3ccccn3n2)c1,5%,-12%,5%,-5%[46.1 µM],2%[38.3 µM],0%,-0.2%
CC(C)CCN(N=O)[C@@H](Cc1ccccc1)CN(N=O)[C@@H](Cc1ccccc1)CN(C)N=O,x,x,7%[9.22 µM],41%,3%,0%,3.9%
COCCNC(=O)C1CC2Cn3c(nc4cc(C)c(C)cc43)C2N1C (stereo not drawn),x,x,-29%[9.22 µM],8%,x,17%,4.5%
CCO[C@@H]1OC(C(=O)Nc2ccccc2)=C[C@H](c2ccc(C(F)(F)F)cc2)[C@H]1CCCO,x,x,14%[9.22 µM],u,4%,14%,-1.5%
CCN(CC)CCn1c(=N)n(CC(=O)c2ccc(Br)s2)c2ccccc21,x,x,3%[9.22 µM],u,x,9%,-2.4%
CNC(=O)Nc1cccc(-c2cc(-c3c(Cl)cccc3Cl)no2)c1,x,x,22%[9.22 µM],37%,x,-2%,8.1%
O=C1C2C(C(=O)N1Cc1ccco1)C1C=CC2C12CC2 (stereo not drawn),6%,-1%,10%,0%[46.1 µM],4%[38.3 µM],3%,-1.1%
C=CCNC(=O)/C=C/c1ccc(C(C)C)cc1,10%,-3%,3%,5%,5%,0%,-0.9%
N#Cc1ccc(CSC2=NCCN2)cc1,x,-3%,-26%,9%,3%,-7%,u
COc1ccc(C2(CNC(=O)c3cccc([N+](=O)[O-])c3)CCOCC2)cc1,-8%,4%,15%,0%,14%,4%,-1.0%
O=C(NCc1ccccn1)C(=O)NCc1ccccn1,x,4%,-14%,18%,7%,3%,1.1%
O=C(NNS(=O)(=O)c1ccc(Br)cc1)c1csnn1,x,-2%,4%,25%,1%,6%,3.0%
COC(=O)c1ccccc1SC1CC(=O)N(c2cccc(C)c2)C1=O (stereo not drawn),-1%,2%,7%,6%,-4%,-7%,-1.8%

# Other compounds:
SMILES,Lamin A splicing,KinaseGlo FLuc,HTT aggregate,NPSR antag,IMPase Li cell,CBFb RUNX1 block,Epigenetic derep
COc1ccc(CCNC(=O)c2cc(-c3cc(C)ccc3O)n[nH]2)cc1OC,-13%,2%,-10%[9.22 µM],-16%[46.1 µM],5%[38.3 µM],7%,-1.4%
Cc1c(C(=O)Nc2ccc(Cl)cc2)c2ccccn2c1C(=O)c1ccc(F)cc1,13%,15%,-4%,0%[46.1 µM],-1%[38.3 µM],3%,8.8%
CN(C)c1cccc(NC(=O)c2ccco2)c1,x,-5%,-3%,2%,22%,-9%,2.2%
O=C(Oc1ccc2ccccc2c1)c1ccccc1,13%,16%,-3%,-8%[46.1 µM],18%[38.3 µM],27%,-1.0%
C#CCSc1nnnn1-c1ccc(OCC)cc1,x,x,-13%[9.22 µM],-14%,x,13%,0.0%
Fc1ccccc1CSc1nncn1NC/C=C/c1ccccc1,-7%,-1%,-4%,-4%[46.1 µM],15%[38.3 µM],6%,-0.3%
Oc1ccccc1-c1cc(C(F)(F)C(F)F)nc(-c2ccccc2)n1,-1%,0%,1%,0%[46.1 µM],1%[38.3 µM],3%,1.9%
CC(=O)NCC(=O)OCC(=O)N1c2ccccc2Sc2ccccc21,-11%[9.22 µM],-3%,2%,0%,-4%,0%,0.1%
CN(CCNC(=O)CN1C(=O)CSc2ccc(S(=O)(=O)N3CCCC3)cc21)Cc1ccccc1,x,1%,0%,-14%,16%,-4%,-2.7%
C(=N\N1CCN(c2ccccc2)CC1)/c1ccccc1,8%[46 µM],-2%,11%,4%,6%,-9%,-0.6%
c1ccc(-c2n[nH]c3c2oc2ccccc23)cc1,x,-1%[39.9 µM],x,x,24%,1%,1.5%
CCOC(=O)c1cnc2ccc(OC)cc2c1NCCc1ccc(OC)c(OC)c1,u,1%,-29%,-1%,30%[activator],9%,-2.1%&-1.1%
Cc1ccc(Cl)c(OCC(=O)Nc2ccc3c(c2)OCCO3)c1,u,1%,30%,-17%[46.1 µM],32%[activator][38.3 µM],11%,0.4%
C=CCOc1ccccc1/C=N/O,7%,3%,-3%,16%[46.1 µM],-11%[38.3 µM],8%,4.1%
CC(C)CC(=O)Nc1ccc2c(c1)OCO2,u,-6%,x,1%,-1%,2%,0.0%
Cc1nc2nc(C)c(CCC(=O)N3CCc4ccccc43)c(C)n2n1,6%[0.0737 µM],-2%,-5%,-10%[46.1 µM],-6%[38.3 µM],2%,-0.9%
Cc1ccc2cc(CCNC(=O)C(=O)c3c[nH]c4ccccc34)c(=O)[nH]c2c1,x,-2%,18%,-37%,-14%,5%,-2.8%
O=C(O)CC(c1ccc(Cl)cc1)n1cccc1 (stereo not drawn),0%,-4%,10%,-10%[46.1 µM],-8%[38.3 µM],-3%,-1.3%
O=C(CSc1nc2ccccc2[nH]1)NC(=O)NCc1ccco1,-2%,4%,0%,u,9%[38.3 µM],-10%,-5.1%
COc1ccc(NC(=O)CN(C)S(=O)(=O)c2ccc3c(c2)CCC(=O)N3)c(OC)c1,3%,0%,19%,2%[46.1 µM],9%[38.3 µM],-2%,0.0%&-2.5%

# 3 structures from above, sorted by count of non-hydrogen atoms, ascending.
SMILES,Lamin A splicing,KinaseGlo FLuc,HTT aggregate,NPSR antag,IMPase Li cell,CBFb RUNX1 block,Epigenetic derep
O=C(O)CC(c1ccc(Cl)cc1)n1cccc1 (stereo not drawn),0%,-4%,10%,-10%[46.1 µM],-8%[38.3 µM],-3%,-1.3%
C(=N\N1CCN(c2ccccc2)CC1)/c1ccccc1,8%[46 µM],-2%,11%,4%,6%,-9%,-0.6%
CN(CCNC(=O)CN1C(=O)CSc2ccc(S(=O)(=O)N3CCCC3)cc21)Cc1ccccc1,x,1%,0%,-14%,16%,-4%,-2.7%

# New compounds follow:
Structure	Lamin A splicing	KinaseGlo FLuc	HTT aggregate	NPSR antag	IMPase Li cell	CBFb RUNX1 block	Epigenetic derep
Cc1ccc(N2C(=O)c3ccc(N)cc3C2=O)cc1	-13%	x	-12%	2%[46.1 µM]	x	16%	-6.0%
CCOC(=O)c1ccc(N2C(=O)CC(N(Cc3ccc4c(c3)OCO4)C(=O)Nc3ccccc3)C2=O)cc1 (stereo not drawn)	7%	2%	20%	u	30%[activator][38.3 µM]	2%	0.8%
COc1cc(NC(=O)CSc2cc(C)c3cc(C)cc(C)c3n2)c(C(=O)O)cc1OC	x	x	-9%[9.22 µM]	-23%	x	-5%	-1.4%
Cc1ccc(NS(=O)(=O)c2cc3c4c(cccc4c2)C(=O)NC3=O)cc1	-16%[46 µM]	4%	1%	-2%	-9%	-4%	-2.2%
CN(CC(=O)Nc1ccc(N2CCOCC2)cc1)Cc1cc(=O)n2ccsc2n1	5%[9.22 µM]	0%	13%	19%	-13%	-17%	-2.6%
Oc1[nH]c2ccccc2c1N=Nc1nc2ccccc2s1	-3%	-11%	-41%	-25%[46.1 µM]	48%[activator][38.3 µM]	-5%	2.7%
O=C(O)CC1(CC(=O)Nc2ccc(F)c(Cl)c2)CCCCC1	x	x	-7%[9.22 µM]	35%	x	-4%	1.6%
COc1ccc(/C=N/NC(=O)CCn2nnc3ccccc32)cc1	x	x	2%[9.22 µM]	-1%	x	3%	-0.3%
CCC(C)(C)NC(=O)CN(C(=O)CNS(=O)(=O)c1ccccc1)c1ccccc1	-1%	-3%	3%	3%[46.1 µM]	3%[38.3 µM]	1%	1.0%
O=C(Nc1nc(-c2ccc(-c3ccccc3)cc2)cs1)C1=COCCO1	-6%	-1%	30%	-40%	-1%	-2%	2.9%
CCOC(=O)C1(Cc2ccccc2C(F)(F)F)CCN(C2CCSC2)CC1 (stereo not drawn)	x	x	-15%[9.22 µM]	10%	-6%	14%	-0.2%

# Gathered by group: the entries above with an aryl methoxy group.
Structure	Lamin A splicing	KinaseGlo FLuc	HTT aggregate	NPSR antag	IMPase Li cell	CBFb RUNX1 block	Epigenetic derep
COc1ccc(C(=O)NCC(=O)OCc2csc(-c3ccccc3)n2)cc1	9%	-3%	0%	6%	-10%	7%	-0.9%
COc1ccc(C2(CNC(=O)c3cccc([N+](=O)[O-])c3)CCOCC2)cc1	-8%	4%	15%	0%	14%	4%	-1.0%
COc1ccc(CCNC(=O)c2cc(-c3cc(C)ccc3O)n[nH]2)cc1OC	-13%	2%	-10%[9.22 µM]	-16%[46.1 µM]	5%[38.3 µM]	7%	-1.4%
CCOC(=O)c1cnc2ccc(OC)cc2c1NCCc1ccc(OC)c(OC)c1	u	1%	-29%	-1%	30%[activator]	9%	-2.1%&-1.1%
COc1ccc(NC(=O)CN(C)S(=O)(=O)c2ccc3c(c2)CCC(=O)N3)c(OC)c1	3%	0%	19%	2%[46.1 µM]	9%[38.3 µM]	-2%	0.0%&-2.5%
COc1cc(NC(=O)CSc2cc(C)c3cc(C)cc(C)c3n2)c(C(=O)O)cc1OC	x	x	-9%[9.22 µM]	-23%	x	-5%	-1.4%
COc1ccc(/C=N/NC(=O)CCn2nnc3ccccc32)cc1	x	x	2%[9.22 µM]	-1%	x	3%	-0.3%
